# Compound activity as filed in PubChem BioAssay.
# p53 reactivation: mutant p53 re-activation in reporter cells; H1299 p53-A138V BP100-luciferase reporter, luminescence, 24 h; Potency, µM (titrated, usually from 92.2 µM), without a hit: at the top dose activity change, positive = activation, actives largely listed as activators; 0.063% of 320,000 active; AID 504706; also: % of control where 0% means no effect; nearly all actives have a fitted effect of over 45% in size
#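 p53-null H1299 cells stably carrying temperature-sensitive p53-A138V and a BP100-luciferase reporter were pinned with compounds (4-point, 1:5 series) and held 24 hrs at 37 deg C. Luminescence was read 10 min after detection reagent.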
# RORg inh: blocks mouse ROR gamma transcriptional activity. P51450. 5.4% of 310,000 active. Drosophila S2 Gal4-RORgamma UAS-luciferase reporter, 20 h. Potency, µM (series often up to 53.6 µM), for inactives: top-dose activity change, negative = inhibition, actives largely listed as inhibitors; also: % is scaled to controls: 0 for no effect and ±100 for the full control effect; nearly all actives have a fitted effect of over 60% in size
#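 In this cell-based reporter format, copper sulfate (700 uM final) drives Gal4–ROR gamma fusion expression from a metallothionein promoter in Drosophila Schneider cells; compounds preincubated 1 hr, reporter read after 20 hr at ambient temperature.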
# VP16 counter: Gal4-VP16 reporter inhibition counter-screen | Drosophila S2 Gal4-VP16 UAS-luciferase, luminescence, 20 h | Potency, µM (highest dose often 53.6 µM), for inactives: at the top dose activity, negative = inhibition, hits mostly inhibitors | 3.5% of 310,000 active;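 also: Gal4-VP16 expression switched on by copper sulfate through the metallothionein promoter; % is scaled to controls: 0 for no effect and ±100 for the full control effect; nearly all actives have a fitted effect of over 50% in size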
# Rab9 prom act: activators of Rab9 promoter | 2.8% of 320,000 active | Potency, µM (highest dose often 9.22 µM), for inactives: at the top dose activation, negative = inhibition, hits mostly activators | Huh7 Rab9 promoter-luciferase reporter, luminescence, 24 h | AID 485297; also: % of control where 0% means no effect; nearly all actives have a fitted effect of over 60% in size
#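 Steps: seed 1500 Huh7 Rab9-luc cells per well, rest 2 h at 37 °C; add compound in DMSO; incubate 24 h; add luciferase reagent, 10 min ambient; read luminescence.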
# BRCA1 expr up: BRCA1 expression activation; Potency, µM (highest dose often 46.1 µM), for the others: at the top dose activation, actives largely listed as activators; AID 624202; 1.1% of 380,000 active; MCF7-BRCA1-FFLuc reporter, luminescence, 48 h; response scale: scaled: vehicle 0%, 10 µM genistein 100%; also: nearly all actives have a fitted effect of over 80% in size; some results filed as inactive show a strong effect at the top dose
#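 First, MCF7-BRCA1-FFLuc cells (2000/well) attach for 2 h; next, compounds are pin-added and incubated 48 h at 37 °C; finally, luciferase reagent is added and luminescence read after 15 min.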
# MBNL1 CUG block: blocks human MBNL1 binding to CUG repeat RNA; Q9NR56; 0.036% of 280,000 active; TR-FRET MBNL1-His/biotin-(CUG)12 binding, 665/545 ratio; Potency, µM (top dose mostly 57.5 µM), for inactives: at the top dose activity change, negative = inhibition, most hits filed as inhibitors; AID 2675; active = well fitted inhibition curve with a large enough effect in the signal ratio, with a control signal flat, not every such curve was filed as active; inconclusive = small, poorly fitted or top-dose-only effect, or effect the other way, or a change in a side signal; inactive = no such curve, though single readings can be large or run the other way; the % refers to the signal ratio; also: % is scaled to controls: 0 for no effect and ±100 for the full control effect
# Target sequence (Q9NR56 whole entry, looked up): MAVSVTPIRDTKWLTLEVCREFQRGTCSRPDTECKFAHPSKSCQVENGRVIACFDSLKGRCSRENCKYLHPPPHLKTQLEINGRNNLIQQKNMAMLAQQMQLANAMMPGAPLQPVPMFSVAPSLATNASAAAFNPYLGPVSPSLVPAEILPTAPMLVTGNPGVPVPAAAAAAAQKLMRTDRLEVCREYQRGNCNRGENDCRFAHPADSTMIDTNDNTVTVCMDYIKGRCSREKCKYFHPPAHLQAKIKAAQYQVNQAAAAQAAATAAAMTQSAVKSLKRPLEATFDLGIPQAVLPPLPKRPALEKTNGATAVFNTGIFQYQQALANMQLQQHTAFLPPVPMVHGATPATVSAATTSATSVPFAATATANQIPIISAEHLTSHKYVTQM
#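 Inhibition of protein-RNA binding appears as loss of TR-FRET between terbium anti-His antibody on MBNL1-His and streptavidin-XL665 on biotin-(CUG)12. Activity is normalized to buffer-only and uninhibited-complex controls.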
# NPC1 prom act: NPC1 promoter activation; Huh7 NPC1 promoter luciferase reporter, 24 h; Potency, µM (doses to about 9.22 µM), without a hit: at the highest dose activation, actives largely listed as activators; 2.4% of 320,000 active;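 also: % of control where 0% means no effect; nearly all actives have a fitted effect of over 60% in size; reporter is driven by a mutant NPC1 promoter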
#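 Stably transfected Huh7 (NPC1 promoter→luciferase), 1500 cells/well in Opti-MEM + 10% FBS, 2 h settle, then compound 24 h at 37 °C. Luminescence after 10 min with Amplite reagent.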
# FLuc modulator: firefly luciferase modulation, counter-screen for miR-21 project | P08659 | Potency, µM (highest dose often 57.5 µM), for the others: at the top dose activity change, negative = inhibition, most hits filed as inhibitors | 6.9% of 360,000 active | AID 588342 | purified FLuc, Km substrates, luminescence inhibition;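 also: plate controls were vehicle for no effect and reference inhibitor for full effect; nearly all actives have a fitted effect of over 55% in size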
# Target sequence (P08659 whole entry, looked up): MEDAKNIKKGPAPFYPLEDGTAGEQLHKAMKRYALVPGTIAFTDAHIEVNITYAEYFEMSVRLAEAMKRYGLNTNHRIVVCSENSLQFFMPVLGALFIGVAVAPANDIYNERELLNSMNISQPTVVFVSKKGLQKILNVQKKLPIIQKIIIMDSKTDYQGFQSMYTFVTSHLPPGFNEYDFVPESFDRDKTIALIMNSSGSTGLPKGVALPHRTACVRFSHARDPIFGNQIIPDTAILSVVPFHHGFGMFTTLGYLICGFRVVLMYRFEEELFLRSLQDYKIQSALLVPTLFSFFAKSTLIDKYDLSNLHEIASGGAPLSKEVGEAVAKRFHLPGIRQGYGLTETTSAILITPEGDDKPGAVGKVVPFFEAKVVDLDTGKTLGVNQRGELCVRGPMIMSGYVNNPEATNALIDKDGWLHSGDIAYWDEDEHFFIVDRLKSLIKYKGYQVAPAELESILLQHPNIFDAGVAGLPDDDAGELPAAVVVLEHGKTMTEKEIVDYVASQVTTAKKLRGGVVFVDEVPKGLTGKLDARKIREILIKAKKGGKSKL
#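 Biochemical qHTS of compounds, final roughly 60 µM downward over six points, against 10 nM purified firefly luciferase using Km concentrations of substrates (10 uM D-luciferin, 10 uM ATP) in Tris acetate pH 7.5 buffer; luminescence output.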
# ELG1 genotoxic: genotoxicity induction in ELG1-luciferase HEK293T cells; HEK293T ELG1-luciferase reporter, luminescence, 16 h; Potency, µM (highest dose often 46 µM), for inactives: at the highest dose activity change, positive = activation, actives largely listed as activators; 1.3% of 330,000 active; AID 504466; also: % of control where 0% means no effect; nearly all actives have a fitted effect of over 60% in size
#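 Quantitative HTS format in 1536-well plates. HEK293T ELG1-luciferase reporter cells receive test compound and are incubated 16 hr at 37 °C, 5% CO2; ONE-Glo added, 30 min room temperature, then luminescence read.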
# uPA surface inh: blocks generation of uPA at the cell surface; cell surface uPA generation assay, qHTS; Potency, µM (top dose mostly 38.3 µM), for the others: top-dose activity change, negative = inhibition, usual class: inhibitors; 0.31% of 330,000 active; AID 540303; active = well fitted inhibition curve with a large enough effect; inconclusive = small, poorly fitted or top-dose-only effect; inactive = no such curve, though single readings can be large or run the other way; tested in mouse RAW 264.7 cells; also: % is scaled to controls: 0 for no effect and ±100 for the full control effect; nearly all actives have a fitted effect of over 55% in size
# * marks the source's active call; other numbers are inactive results; ? = inconclusive; / = no result given; & = joins results of further samples; [ ] = another dose, or the depositor's remark. Unless noted, calls follow the shape of the dose curve; as a rule, active = well fitted curve in the direction sought with a large enough effect; inconclusive = small, poorly fitted or top-dose-only effect, or another doubt; inactive = no such curve, though single readings can be large; an effect the other way counts as inactive or inconclusive. Potency is read from the fitted curve at half-maximal effect.
(1) N=C1c2ccccc2CN1NC(=O)c1ccc(Cl)cc1
(2) CC(C)=CCN1CC[C@@]2(C)c3cc(O)ccc3CC1C2C (some centres undefined)
(3) CC(C)(C)n1c(O)c(C=Nc2ccc3c(c2)CCC3)c(=O)[nH]c1=O
(4) Cc1ccc(CN2CC3CC(C2)c2cccc(=O)n2C3)cc1 (centres undefined)
(5) CC/C(=N\NC(=S)Nc1ccccc1)c1c(O)[nH]c(=O)[nH]c1=O
(6) O=C(N/N=C/c1cccnc1)c1ccc(NC(=O)C(c2ccccc2)c2ccccc2)cc1

Assay by compound	1	2	3	4	5	6
uPA surface inh	-3%	-13%	-4%	-21%	23%	-8%
Rab9 prom act	-4%	/	-7%	-3%	17%	2%
NPC1 prom act	-6%	/	0%	-1%	10%	0%
BRCA1 expr up	1%	-6%	4%	-23%	-41%	15%
FLuc modulator	1%	/	0%	4%	?	-1%
VP16 counter	4%	/	-6%	14%	?	6.3µM*
p53 reactivation	1%	-10%	-3%	-5%	13%	-12%
ELG1 genotoxic	0%	-1%	-8%	0%	10%	0%
MBNL1 CUG block	-15%	/	-6%	1%	1%	-6%
RORg inh	19%	/	17%	0%	5.6µM*	-44%

(7) CC(C)N(CC#CCC1(O)c2ccccc2-c2ccccc21)C(C)C
(8) Cc1ccc(S(=O)(=O)N2CC2(C)CCl)cc1 (centres undefined)
(9) C/C(=N\NC(=S)Nc1ccccc1)c1c(O)n(C)c(=O)n(C)c1=O
(10) CCC(C)C(NC(=O)CCCNC(=O)CCC(=O)OC1O[C@H]2OC3(C)CC[C@H]4[C@H](C)CCC(C1C)C24OO3)C(=O)O (some centres undefined)
(11) C#C[C@]1(O)CC[C@H]2[C@@H]3CCC4=Cc5nc6nc7ccccc7n6cc5C[C@]4(C)[C@H]3CC[C@@]21C
(12) CCC(=O)N1CC(=O)Nc2ccc(Cl)cc2C1c1ccc(F)cc1 (centres undefined)

Assay by compound	7	8	9	10	11	12
uPA surface inh	-3%	-25%	5%	/	-10%	-8%
Rab9 prom act	2%	-8%	-2%	-20%	-3%	-1%
NPC1 prom act	4%	-10%	6%	-22%	-8%	1%
BRCA1 expr up	-9%	-12%	48%	/	9%	8%
FLuc modulator	1%	-2%	12µM*	-2%	-20%	?
VP16 counter	-2%	1%	?	2%	/	9%
p53 reactivation	-13%	-8%	?	14%	-3%	-2%
ELG1 genotoxic	-2%	10%	7%	-9%	-23%	6%
MBNL1 CUG block	?	/	-16%	2%	/	-5%
RORg inh	-9%	12%	8.9µM*	-5%	/	15%

(13) COC(=O)C1C(O)C(C)C(O)C(C)/C=C\C=C(/C)C(=O)Nc2c(C)c(OC(C)=O)c3c(c2O)C(=O)C(C)=C2OCOC(=C23)/C(C)=C/C(C)(O)C(O)C(C)C1O (centres undefined)
(14) O=C(CCCc1nc(-c2ccc(Cl)cc2)no1)NCC1CCCO1 (centres undefined)
(15) O=[N+]([O-])c1cccc(CN2CC=C(c3ccc(F)cc3)CC2)c1
(16) CN1CCN(c2ccc(N)c(N3CCN(C)CC3)c2)CC1
(17) O=c1cccc2n1CC1CC2CN(CC(O)CN2CC3CC(C2)c2cccc(=O)n2C3)C1 (centres undefined)
(18) CCCCn1c(O)c(C(CC)=Nc2cccc(C(=O)O)c2)c(=O)[nH]c1=O

Assay by compound	13	14	15	16	17	18
uPA surface inh	3%	-15%	6%	4%	3%	-7%
Rab9 prom act	1%	-14%	-3%	-3%	2%	-7%
NPC1 prom act	0%	-13%	3%	6%	-1%	2%
BRCA1 expr up	-20%	-55%	4%	-36%	3%	14%
FLuc modulator	-1%	-1%	-1%	-1%	0%	0%
VP16 counter	-6%	13µM*	3%	-14%	1%	0%
p53 reactivation	-2%	-2%	4%	2%	0%	5%
ELG1 genotoxic	2%	-26%	-2%	3%	-1%	2%
MBNL1 CUG block	?	0%	18%	?	-5%	2%
RORg inh	-19%	4%	13%	-3%	8%	4%

(19) CN(C)c1ccc(/C=C2/NC(=O)NC2=O)cc1
(20) CN1C(=O)/C(=C/c2ccc(Cl)s2)C(=O)NC1=S
(21) CC1(C)CC(=O)C(C=NCCN2CCN(C(=O)Cc3ccc(Cl)cc3)CC2)=C(O)C1
(22) CC1(C)C(c2ccccc2)=NC(c2cccnc2)N1O (centres undefined)
(23) CC1COC2N=C(N[N+](=O)[O-])NC2O1 (centres undefined)
(24) Cc1ccnc(-n2c(C)nc3ccccc3c2=O)c1

Assay by compound	19	20	21	22	23	24
uPA surface inh	?	0%	/	/	4%	-2%
Rab9 prom act	?	6%	1%	2%	-6%	18%
NPC1 prom act	24%	0%	1%	1%	-7%	0%
BRCA1 expr up	51%	-23%	7%	0%	-2%	33%
FLuc modulator	?	?	3%	0%[2.3 µM]	-2%	0%
VP16 counter	-2%	13µM*	-3%	-17%	0%	-8%
p53 reactivation	?	16%	-15%	-2%	-2%	22%
ELG1 genotoxic	16%	17%	1%	1%	2%	6%
MBNL1 CUG block	?	8%	-6%	-7%	-13%	1%
RORg inh	8%	11µM*	1%	13%	-20%	24%

# Look-ups from the results shown:
# CC1COC2N=C(N[N+](=O)[O-])NC2O1 (centres undefined) in VP16 counter shows 0%
# CN1C(=O)/C(=C/c2ccc(Cl)s2)C(=O)NC1=S in Rab9 prom act shows 6%
# Cc1ccnc(-n2c(C)nc3ccccc3c2=O)c1 in uPA surface inh shows -2%

# Continuation:
(25) C=CCc1ccc(OC)cc1
(26) COC(=O)C1=C(c2c(C)noc2C)C[C@@H]2CC[C@H]1N2C(=O)N1CCOCC1
(27) CCCCC/C=C\C/C=C\C/C=C\C/C=C\CCCC(=O)O
(28) CC(NS(=O)(=O)OCC(Cl)(Cl)Cl)c1ccccc1 (centres undefined)
(29) Cc1ccc(S(=O)(=O)Nc2cccc3c2O[C@H](CN(C)C(=O)Nc2cccc4ccccc24)[C@H](C)CN([C@H](C)CO)C3=O)cc1
(30) Cc1cc(NC(=O)CCl)on1

Assay by compound	25	26	27	28	29	30
uPA surface inh	2%	12%	/	6%	?	-7%
Rab9 prom act	-2%	-6%	2%	-2%	/	2%
NPC1 prom act	-5%	-1%	0%	1%	/	-6%
BRCA1 expr up	-2%	12%	/	0%	-24%	-8%
FLuc modulator	2%	3%	0%	1%	/	-2%
VP16 counter	0%&6%	/	?	-4%	/	?
p53 reactivation	-2%	1%	2%	/	-4%	-12%
ELG1 genotoxic	8%	-1%	3%	2%	-4%	7%
MBNL1 CUG block	/	/	/	-7%	/	1%
RORg inh	-24%&16%	/	?	-14%	/	?

(31) Cc1cccc(NC(=O)c2nc[nH]c2C(=O)N[C@@H](CCCCNC(=O)OC(C)(C)C)C(=O)OC(C)(C)C)c1
(32) Cc1ccc(-c2nn(Cc3ccccc3)cc2C=O)cc1
(33) CCN(CC)c1ccc(N=Cc2c(O)n(CCC3=CCCCC3)c(=O)[nH]c2=O)cc1
(34) CN(C)c1ccc(P(=O)(Nc2ccc([N+](=O)[O-])cc2)N2CCOCC2)c(NC(=O)c2cccs2)c1 (centres undefined)
(35) Cc1ccc(/C=C2/C(=O)NC(=O)N(CCc3ccc(F)cc3)C2=O)o1
(36) CN(C)c1cc[n+](CC(O)C[n+]2ccc(N(C)C)cc2)cc1

Assay by compound	31	32	33	34	35	36
uPA surface inh	?	-10%	5%	9%	-4%	5%
Rab9 prom act	-4%	3.5µM*	-3%	11%	-1%	-4%
NPC1 prom act	-4%	?	-3%	1%	-6%	0%
BRCA1 expr up	-17%	67%	-25%	-34%	-14%	0%
FLuc modulator	-3%	19µM*	4%	?	-2%	2%
VP16 counter	16µM*	?	2%	1%	?	/
p53 reactivation	8%	?	-5%	19%	12%	1%
ELG1 genotoxic	-15%	14%	0%	-3%	?	2%
MBNL1 CUG block	1%	/	5%	5%	2%	/
RORg inh	6.3µM*	26%[10 µM]	5%	?	25%	/

(37) COc1ccc(C(=O)OC2CC3CCC(C2)[N+]3(C)[O-])cc1OC (centres undefined)
(38) O=[N+]([O-])c1ccc(NCc2ccccc2)c2nonc12
(39) C=CC(C)C(C(=O)c1ccccc1)N(C)C (centres undefined)
(40) C[N+]12CCC(CC1)C(=C(c1ccccc1)c1ccccc1)C2
(41) COC(=O)C1C2c3ccccc3C(c3ccccc32)C1C(=O)OC (centres undefined)
(42) Cc1c(CCOC(=O)CC23CC4CC(CC(C)(C4)C2)C3)sc[n+]1CC(=O)c1ccccc1
(43) Cc1sc2nc(COC(=O)Cc3ccccc3)[nH]c(=O)c2c1C
(44) OC12CCCCC1C(c1ccccc1)NCC2 (centres undefined)

Assay by compound	37	38	39	40	41	42	43	44
uPA surface inh	-6%	-2%	-8%	-14%	2%	?	-1%	8%
Rab9 prom act	-1%	-3%	4%	-11%	-2%	-15%	-2%	-1%
NPC1 prom act	-1%	-1%	-1%	1%	-5%	3%	0%	-1%
BRCA1 expr up	-2%	2%	23%	-77%	-3%	-82%	-2%	-7%
FLuc modulator	-1%	-2%	-1%	1%	-8%	-1%	-8%	5%
VP16 counter	-1%	-5%	-2%	-7%	19%	-13%	-3%	-3%
p53 reactivation	-2%	-2%	2%	-13%	-3%	-8%	-3%	2%
ELG1 genotoxic	1%	2%	0%	-5%	0%	-6%	1%	0%
MBNL1 CUG block	-5%	?	-1%	-13%	4%	9%	-6%	0%
RORg inh	-16%	-3%	1%	16%	21%	18%	-32%	-1%

# Only part of the results is shown; the hit share may differ from the screen's.
